Bioassay records (PubChem BioAssay)
TSG101-PTAP inh – qHTS Assay for Iinhibitors of HIV-1 Budding by Blocking the Interaction of PTAP/TSG101 | Potency, µM (top dose mostly 115 µM), for inactives: at the highest dose activity change, negative = inhibition, usual class: inhibitors | 340,000 tested, under 10 active | Fluorescence polarization, FITC-PTAP peptide / Tsg101 binding | Tumor susceptibility gene 101 protein (Homo sapiens), Q99816; active = well fitted inhibition curve with a large enough effect in the main read-out, with a control signal flat, not every such curve was filed as active; inconclusive = small, poorly fitted or top-dose-only effect, or effect the other way, or a change in a side signal; inactive = no such curve, though single readings can be large or run the other way; also: potency is read from the fitted curve at half-maximal effect; % of control where 0% means no effect
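Compounds were pin-transferred onto Tsg101 binding domain (10 uM final) in HEPES pH 7.5 buffer, then FITC-PTAP peptide was added at 50 nM final. After 20 min at RT, polarization reported peptide displacement across a qHTS concentration series.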
uPA surface inh – qHTS for Inhibitors of Cell Surface uPA Generation; cell surface uPA generation assay, qHTS; Potency, µM (highest dose often 38.3 µM), for inactives: top-dose activity change, negative = inhibition, hits mostly inhibitors; 330,000 tested, 0.31% active; active = well fitted inhibition curve with a large enough effect; inconclusive = small, poorly fitted or top-dose-only effect; inactive = no such curve, though single readings can be large or run the other way; tested in mouse RAW 264.7 cells; also: potency is read from the fitted curve at half-maximal effect; % is scaled to controls: 0 for no effect and ±100 for the full control effect; nearly all actives have a fitted effect of over 55% in size
B2AR arrestin – qHTS assay of beta-arrestin-biased ligands of beta2-adrenergic receptor | Beta-2 adrenergic receptor (Homo sapiens), P07550 | beta-arrestin recruitment to beta2AR, cell-based reporter | Potency, µM (titrated, usually from 46.1 µM), inactives show at the top dose activation, usual class: activators | 330,000 tested, 0.02% active;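 also: potency is read from the fitted curve at half-maximal effect; 0% = DMSO controls and full agonism = EC100 isoproterenol or metaproterenol; nearly all actives have a fitted effect of over 65% in size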
Target sequence (P07550 whole entry, looked up): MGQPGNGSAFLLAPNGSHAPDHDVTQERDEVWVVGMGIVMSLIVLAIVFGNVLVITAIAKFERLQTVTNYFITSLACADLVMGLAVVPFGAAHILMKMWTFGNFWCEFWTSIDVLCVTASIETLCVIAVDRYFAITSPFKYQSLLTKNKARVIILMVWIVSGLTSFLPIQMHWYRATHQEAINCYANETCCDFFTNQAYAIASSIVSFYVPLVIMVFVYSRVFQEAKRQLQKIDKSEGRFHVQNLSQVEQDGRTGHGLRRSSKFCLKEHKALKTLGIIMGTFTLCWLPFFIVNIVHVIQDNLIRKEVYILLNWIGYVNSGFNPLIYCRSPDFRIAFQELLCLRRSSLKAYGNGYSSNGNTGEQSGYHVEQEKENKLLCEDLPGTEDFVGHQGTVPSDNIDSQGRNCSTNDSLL
S-ASM inh – Inhibitors of Secretory Acid Sphingomyelinase (S-ASM): qHTS; Sphingomyelin phosphodiesterase (Homo sapiens), P17405; placental ASM, HMU-PC fluorogenic substrate, 60 min; Potency, µM (series often up to 57.5 µM), without a hit: at the highest dose activity change, negative = inhibition, usual class: inhibitors; 340,000 tested, 0.006% active; AID 504937, 2011; also: potency is read from the fitted curve at half-maximal effect
Target sequence (P17405 47-631 limits assumed): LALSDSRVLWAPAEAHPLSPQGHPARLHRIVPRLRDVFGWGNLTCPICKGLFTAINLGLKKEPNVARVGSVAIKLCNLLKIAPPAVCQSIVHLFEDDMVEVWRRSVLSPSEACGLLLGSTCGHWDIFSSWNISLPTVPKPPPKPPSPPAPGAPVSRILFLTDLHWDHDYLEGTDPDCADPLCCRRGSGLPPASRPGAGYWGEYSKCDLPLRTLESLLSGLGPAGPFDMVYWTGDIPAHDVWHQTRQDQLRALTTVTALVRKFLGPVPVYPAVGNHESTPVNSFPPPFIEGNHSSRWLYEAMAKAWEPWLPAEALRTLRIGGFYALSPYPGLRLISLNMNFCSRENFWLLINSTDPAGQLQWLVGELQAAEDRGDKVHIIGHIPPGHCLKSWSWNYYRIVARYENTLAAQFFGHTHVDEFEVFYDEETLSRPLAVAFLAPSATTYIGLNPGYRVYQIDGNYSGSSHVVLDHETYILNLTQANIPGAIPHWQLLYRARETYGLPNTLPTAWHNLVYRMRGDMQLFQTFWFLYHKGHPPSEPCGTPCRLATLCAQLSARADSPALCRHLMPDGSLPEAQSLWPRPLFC
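Fluorogenic HMU-PC substrate (9 uM final) is turned over by placental ASM in 60 min at 37 C after a 10 min compound preincubation. Reaction ended by alkaline stop (pH 10), with fluorescence read at 386/447 nm.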
TRPV1 ag – HTS Assay for Compounds that Act as Agonists of the Vanilloid Receptor 1. Transient receptor potential cation channel subfamily V member 1 (Homo sapiens), Q8NER1. TRPV1-expressing cells, Fluo-8 calcium influx, agonist mode. 320,000 tested, 0.19% active. activation, % at 8.33 µM; in the data active = activation above about 80%; inconclusive = between about 30% and that limit; also: 0% is about no effect
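Fluo-8 calcium influx in TRPV1-expressing cells, kinetic read (ex 480/em 520 nm). Compound added and read 3 min for agonist activity, followed by capsaicin at EC20 final and 2 min further read for enhancement.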
p53 reactivator – qHTS assay for re-activators of p53 using a Luc reporter | Potency, µM (series often up to 92.2 µM), for the others: top-dose activity change, positive = activation, most hits filed as activators | AID 504706, 2011 | 320,000 tested, 0.063% active | H1299 p53-A138V BP100-luciferase reporter, luminescence, 24 h; also: potency is read from the fitted curve at half-maximal effect; % of control where 0% means no effect; nearly all actives have a fitted effect of over 45% in size
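H1299 (p53-null), stable ts p53-A138V + BP100-Luc; 1000 cells/well, Opti-MEM/10% FBS; cpd 4 pt, 1:5; 24 h, 37 deg C, 5% CO2; detection reagent 10 min RT; luminescence.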
Integrin act MD – qHTS for Activators of Integrin-Mediated Alleviation for Muscular Dystrophy | alpha7betagal myoblasts, beta-gal FDG fluorescence, 48 h | Potency, µM (top dose mostly 38.3 µM), without a hit: top-dose activation, actives largely listed as activators | 350,000 tested, 0.064% active | AID 624291, 2012;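 also: potency is read from the fitted curve at half-maximal effect; 100% = response of the positive control SU9516; nearly all actives have a fitted effect of over 60% in size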
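alpha7betagal+/- myoblasts (passage 13, 250/well) treated 48 h at 37C with compounds at 1:260 dilution of DMSO stock. Lysed, then beta-galactosidase activity read as FDG fluorescence (ex 480/em 540) after 30 min, with pre-read for autofluorescence.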
ELG1 genotox – qHTS screen for small molecules that induce genotoxicity in human embryonic kidney (HEK293T) cells expressing luciferase-tagged ELG1. HEK293T ELG1-luciferase reporter, luminescence, 16 h. Potency, µM (doses to about 46 µM), for inactives: top-dose activity change, positive = activation, actives largely listed as activators. 330,000 tested, 1.3% active. AID 504466, 2011; also: potency is read from the fitted curve at half-maximal effect; % of control where 0% means no effect; nearly all actives have a fitted effect of over 60% in size
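HEK293T cells expressing luciferase-tagged ELG1 were exposed to compound or DMSO vehicle for 16 hr at 37 °C and 5% CO2. Luciferase activity was then measured with ONE-Glo after 30 min at room temperature.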
BRCA1 expr act – qHTS Assay to Identify Small Molecule Activators of BRCA1 Expression; MCF7-BRCA1-FFLuc reporter, luminescence, 48 h; response scale: scaled: vehicle 0%, 10 µM genistein 100%; Potency, µM (top dose mostly 46.1 µM), for inactives: at the top dose activation, most hits filed as activators; 380,000 tested, 1.1% active; AID 624202, 2012; also: potency is read from the fitted curve at half-maximal effect; nearly all actives have a fitted effect of over 80% in size; some results filed as inactive show a strong effect at the top dose
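MCF7-BRCA1-FFLuc, 2000 cells/well; 2 h attach, 37 °C/5% CO2; compound 48 h; luciferase substrate 15 min; luminescence end-point. Norm. to genistein 10 microM max activation and DMSO; concentration-response curves fitted.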
Eya2 phos inh – qHTS Assay for Inhibitors of the Phosphatase Activity of Eya2; Protein phosphatase EYA2 (Homo sapiens), O00167; recombinant Eya2, OMFP fluorescence dephosphorylation (OMFP is methylfluorescein phosphate); Potency, µM (doses to about 76.9 µM), inactives show at the highest dose activity, negative = inhibition, usual class: inhibitors; 330,000 tested, 0.006% active; AID 488837, 2010; also: potency is read from the fitted curve at half-maximal effect; % is scaled to controls: 0 for no effect and ±100 for the full control effect
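Eya2 protein (added as 0.2 uM solution) was preincubated with compound for 10 min at ambient temperature in 50 mM HEPES pH 7.5, 50 mM NaCl, 5 uM MgCl2, 0.05% BSA, 1 mM DTT. OMFP (added at 50 uM) then reacted 10 min; fluorescence read at 485/525 nm.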
USP2a inh – qHTS Assay for Inhibitors of Ubiquitin-specific Protease USP2a Using CHOP2 as the Reporter | 330,000 tested, 0.01% active | Potency, µM (titrated, usually from 38.3 µM), inactives show at the highest dose activity change, negative = inhibition, hits mostly inhibitors | USP2 core, Ub-CHOP2 coupled fluorogenic reporter, 485/531 | AID 463254, 2010 | Ubiquitin carboxyl-terminal hydrolase 2 (Homo sapiens), O75604;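 also: potency is read from the fitted curve at half-maximal effect; plate controls were DMSO wells for no effect and full inhibition by NEM control for full effect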
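USP2 core (10nM final) preincubated 30min RT with compound in 20mM Tris-HCl pH 8.0, 2mM CaCl2, 2mM beta-mercaptoethanol, 0.05% CHAPS; 25nM Ub-CHOP2 plus 25nM reporter substrate added, fluorescence (Ex485/Em531) read after 60min.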
Active calls of the source: *; ? = inconclusive; · = not tested or not shown; & = joins results of further samples; [ ] = remark or other dose. Unless noted, calls follow the shape of the dose curve; as a rule, active = well fitted curve in the direction sought with a large enough effect; inconclusive = small, poorly fitted or top-dose-only effect, or another doubt; inactive = no such curve, though single readings can be large; an effect the other way counts as inactive or inconclusive.

| mol | B2AR arrestin | Eya2 phos inh | uPA surface inh | USP2a inh | BRCA1 expr act | TRPV1 ag | ELG1 genotox | S-ASM inh | p53 reactivator | Integrin act MD | TSG101-PTAP inh |
| --- | --- | --- | --- | --- | --- | --- | --- | --- | --- | --- | --- |
| COc1ccc(C(CNC(=O)COc2ccc(Cl)c(C)c2)N2CCCCC2)cc1 (configuration not stated) | 0.5% | -8% | -6% | -1% | -14% | 10 | -4% | 2% | -7% | -15% | 0% |
| O=C(O)c1cc(-c2ccc(Cl)cc2)n(-c2ccc(F)cc2)n1 | 0.3% | 2% | 1% | 2% | -9% | 2 | -2% | 6% | 12% | 10% | -8% |
| Cc1cc(O)c(C(C)C)cc1N=Cc1ccc([N+](=O)[O-])cc1 | · | · | ? | · | -23% | · | · | -2% | · | -63%[inhibitor] | -6% |
| CNS(=O)(=O)c1c(C)cc(C)c(N(C)S(=O)(=O)c2ccccc2)c1C | -0.3% | -13% | 3% | 0% | 0% | 7 | -6% | 3% | -2% | 14% | -3% |
| COc1ccc(/C=N/n2c(-c3cc(C)[nH]n3)n[nH]c2=S)cc1 | 0.0% | -3% | -6% | 1% | -8% | 1 | 3% | 5% | 1% | 11% | -1% |
| COc1ccccc1CN1CC(C(=O)NCCN2CCOC2=O)CCC1=O (configuration not stated) | 0.1% | 4% | 2% | 1% | -8% | -4 | 9% | 3% | 5% | -10% | -5% |
| COc1ccc2[nH]cc(C(=O)CN3CCCC(C)C3)c2c1 (configuration not stated) | -0.2% | -1% | 5% | 2% | 28% | -2 | 0% | -1% | 8% | -33%[inhibitor] | -2% |
| CCC(=O)N1CCCc2cc(S(=O)(=O)NCc3cccs3)ccc21 | -0.2% | 1% | 0% | 1% | -6% | 4 | -2% | 6% | -4% | 29% | 1% |
| COc1ccc(NC(=O)CSc2nc3c(sc4ccccc43)c(=O)n2CCCN2CCCC2)cc1 | 0.0% | -2% | -2% | 1% | -24% | 1 | 13% | 7% | 1% | -60%[inhibitor] | -5% |
| CC(C)CNC(=S)NC1CCCC1 | 0.0% | 1% | 3% | 0% | 0% | 8 | -3% | 0% | -2% | -5% | -8% |
| COC(=O)c1ccc([C@@H]2C[C@H]3CN(Cc4cccnc4)C(=O)[C@]34CCCN24)cc1 | 0.5% | 6% | 2% | 3% | 0% | 0 | 7% | 5% | -1% | 0% | -2% |
| COc1ccc(C(=O)ON=C2C=C(C)C(=O)C(C)=C2)cc1 | 0.0% | -11% | -7% | 4% | -25% | 18 | 11% | 3% | 3% | -17% | -1% |
| COc1ccccc1C(=O)COC(=O)c1cccs1 | -0.9% | 1% | -2% | 0% | -6% | · | ? | -2% | ? | -22% | 1% |
| CCCNC(=O)CN1C(=O)COc2ccc(S(=O)(=O)N3CCCCCC3)cc21 | -0.5% | 4% | -8% | 1% | 6%&7% | 2 | 0% | 0% | -7% | 0% | -5% |
| COCCCNC(=O)c1cc(-c2cccnc2)nc2ccc(S(=O)(=O)N3CCCCCC3)cc12 | -0.1% | -10% | -1% | -1% | 0% | -3 | 1% | 2% | -1% | ? | -7% |
| Cc1nc2ccccc2c(C)c1C(=O)c1ccc(F)cc1 | -0.2% | -10% | 2% | 1% | 26% | 13 | -12% | 2% | -4% | 7% | 0% |
| CCn1c(-c2ccc([N+](=O)[O-])cc2)n[nH]c1=S | -0.1% | ? | 1% | -1% | 16% | 1 | -2% | 4% | 6% | 0% | -6% |
| CN(C)S(=O)(=O)c1ccc(N2CCCC2)c(C(=O)Nc2ccccc2Br)c1 | -0.3% | 6% | 3% | -8% | -14% | 5 | -13% | -4% | -3% | -16% | -4% |
| C[C@@H](C(=O)OCC(=O)c1ccccc1)N1C(=O)C2CCCCC2C1=O (some centres not stated) | 0.0% | -18% | 6% | 5% | 4% | · | 0% | 3% | 6% | ? | 0% |
| COC(=O)c1c(NC(C)=O)sc(C(=O)Nc2ccccc2)c1C | -0.3% | 6% | 1% | 0% | ? | 16 | 11% | -4% | 2% | 15% | 0% |
| COc1ccc(OCC(=O)Nc2nc3ccc(NC(C)=O)cc3s2)cc1 | -0.4% | -4% | 5% | 3% | -3% | -2 | 12% | 1% | -8% | -35% | 2% |
| Cc1cccc(NC(=O)c2sc(C)nc2C)c1 | -0.7% | 2% | -1% | -1% | 73% | 3 | 15% | 2% | 22% | -18% | -7% |
| O=[N+]([O-])c1ccc(OCCCCN2CCCCC2)cc1 | -0.4% | 6% | 1% | 4% | 12% | -4 | -1% | 2% | 3% | -38% | -1% |
| COc1ccc(C=NNC(=O)c2cc(C)oc2C)cc1O | -0.7% | -9% | -11% | 2% | -26% | · | ? | -1% | ? | 5% | -2% |
| O=C1N=C(N2CCOCC2)S/C1=C\c1ccc(-c2ccccc2Cl)o1 | -0.3% | 4% | 4% | 8% | -28% | ? | -3% | 111%[activator] | -5% | 8% | -10% |

The last 3 entries of the part before come first, to join the parts.
| mol | B2AR arrestin | Eya2 phos inh | uPA surface inh | USP2a inh | BRCA1 expr act | TRPV1 ag | ELG1 genotox | S-ASM inh | p53 reactivator | Integrin act MD | TSG101-PTAP inh |
| --- | --- | --- | --- | --- | --- | --- | --- | --- | --- | --- | --- |
| O=[N+]([O-])c1ccc(OCCCCN2CCCCC2)cc1 | -0.4% | 6% | 1% | 4% | 12% | -4 | -1% | 2% | 3% | -38% | -1% |
| COc1ccc(C=NNC(=O)c2cc(C)oc2C)cc1O | -0.7% | -9% | -11% | 2% | -26% | · | ? | -1% | ? | 5% | -2% |
| O=C1N=C(N2CCOCC2)S/C1=C\c1ccc(-c2ccccc2Cl)o1 | -0.3% | 4% | 4% | 8% | -28% | ? | -3% | 111%[activator] | -5% | 8% | -10% |
| COc1ccc(C)cc1S(=O)(=O)N(CC(=O)NCc1ccco1)c1ccc(C)cc1 | -0.7% | 7% | 0% | 2% | -12% | 26 | -4% | 0% | -3% | 25% | -5% |
| COCC(=O)N(CCc1ccccc1)Cc1cc2cc(C)ccc2nc1Cl | -0.6% | -14% | -20% | 0% | 4% | 16 | -2% | -1% | · | -19% | -5% |
| COc1ccc(-c2nc3c(c(=O)c4ccccc4n3C)c(=O)n2Cc2ccccc2)cc1 | -0.9% | 5% | -2% | 4% | -21% | 4 | 7% | 5% | -4% | -13% | -1% |
| Cn1c(=O)c2c(nc(NCc3ccccc3)n2C)n(C)c1=O | 0.1% | 1% | -4% | 6% | 5% | -3 | 0% | -1% | -4% | -27% | -5% |
| COc1ccc(C(=O)CSc2nc3ccccc3n2CC(=O)NC(C)(C)C)cc1 | 0.2% | 2% | 1% | 1% | -2% | 5 | 1% | -8% | -2% | -23% | 0% |
| Cc1c(Cl)cccc1NC(=O)CCCN1C(=O)CCC1=O | 0.1% | 2% | 1% | -1% | -3% | -4 | -5% | -4% | -3% | -13% | 1% |
| O=C(NC(c1ccccc1)c1ccccc1)c1ccc(Br)o1 | -1.8% | -5% | 1% | 0% | -29% | 26 | 5% | -5% | 2% | -4% | -9% |
| COC(=O)CCSc1nccn1Cc1ccccc1 | · | · | 2% | · | -15% | 3 | · | 1% | · | 24%[7.66 µM] | -3% |
| CCCCN(C(=O)c1ccc(S(=O)(=O)N(C)C)cc1)c1ccccc1 | 0.5% | -13% | 5% | 12% | 1% | 14 | -4% | -1% | -2% | -6% | -4% |
| O=C(NN=C1CCN(Cc2ccccc2)CC1)c1ccccc1O | -0.1% | -5% | 0% | 0% | -11% | 28 | 4% | 2% | 8% | -34% | 0% |
| O=C(NCc1cccnc1)c1ccc2c(c1)N(Cc1ccccc1)CCS2 | -0.7% | -1% | 0% | -7% | -38% | · | -7% | 332%[activator] | -2% | -16% | 0% |
| CCOC(=O)COc1cccc2c(=O)n(CC(=O)NCCc3ccc(OC)c(OC)c3)ccc12 | -1.0% | -8% | · | -1% | · | -6 | 2% | · | -3% | · | · |
